NCOA2 inhibitor: human SRC2 (NCOA2) inhibition | Q15596 | HEK293 GAL4-SRC2 luciferase reporter, luminescence | inhibition, % at 9 µM | 370,000 tested, 0.17% active | AID 651957;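 active means inhibition above the mean inhibition of all tested compounds plus 3 SD, set per campaign, cut at about 52% in these data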;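 further: 0% = DMSO treated cells and 100% = cells given Gossypol at 36 µM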
Target sequence (Q15596 whole entry, looked up, the tested form may be a part): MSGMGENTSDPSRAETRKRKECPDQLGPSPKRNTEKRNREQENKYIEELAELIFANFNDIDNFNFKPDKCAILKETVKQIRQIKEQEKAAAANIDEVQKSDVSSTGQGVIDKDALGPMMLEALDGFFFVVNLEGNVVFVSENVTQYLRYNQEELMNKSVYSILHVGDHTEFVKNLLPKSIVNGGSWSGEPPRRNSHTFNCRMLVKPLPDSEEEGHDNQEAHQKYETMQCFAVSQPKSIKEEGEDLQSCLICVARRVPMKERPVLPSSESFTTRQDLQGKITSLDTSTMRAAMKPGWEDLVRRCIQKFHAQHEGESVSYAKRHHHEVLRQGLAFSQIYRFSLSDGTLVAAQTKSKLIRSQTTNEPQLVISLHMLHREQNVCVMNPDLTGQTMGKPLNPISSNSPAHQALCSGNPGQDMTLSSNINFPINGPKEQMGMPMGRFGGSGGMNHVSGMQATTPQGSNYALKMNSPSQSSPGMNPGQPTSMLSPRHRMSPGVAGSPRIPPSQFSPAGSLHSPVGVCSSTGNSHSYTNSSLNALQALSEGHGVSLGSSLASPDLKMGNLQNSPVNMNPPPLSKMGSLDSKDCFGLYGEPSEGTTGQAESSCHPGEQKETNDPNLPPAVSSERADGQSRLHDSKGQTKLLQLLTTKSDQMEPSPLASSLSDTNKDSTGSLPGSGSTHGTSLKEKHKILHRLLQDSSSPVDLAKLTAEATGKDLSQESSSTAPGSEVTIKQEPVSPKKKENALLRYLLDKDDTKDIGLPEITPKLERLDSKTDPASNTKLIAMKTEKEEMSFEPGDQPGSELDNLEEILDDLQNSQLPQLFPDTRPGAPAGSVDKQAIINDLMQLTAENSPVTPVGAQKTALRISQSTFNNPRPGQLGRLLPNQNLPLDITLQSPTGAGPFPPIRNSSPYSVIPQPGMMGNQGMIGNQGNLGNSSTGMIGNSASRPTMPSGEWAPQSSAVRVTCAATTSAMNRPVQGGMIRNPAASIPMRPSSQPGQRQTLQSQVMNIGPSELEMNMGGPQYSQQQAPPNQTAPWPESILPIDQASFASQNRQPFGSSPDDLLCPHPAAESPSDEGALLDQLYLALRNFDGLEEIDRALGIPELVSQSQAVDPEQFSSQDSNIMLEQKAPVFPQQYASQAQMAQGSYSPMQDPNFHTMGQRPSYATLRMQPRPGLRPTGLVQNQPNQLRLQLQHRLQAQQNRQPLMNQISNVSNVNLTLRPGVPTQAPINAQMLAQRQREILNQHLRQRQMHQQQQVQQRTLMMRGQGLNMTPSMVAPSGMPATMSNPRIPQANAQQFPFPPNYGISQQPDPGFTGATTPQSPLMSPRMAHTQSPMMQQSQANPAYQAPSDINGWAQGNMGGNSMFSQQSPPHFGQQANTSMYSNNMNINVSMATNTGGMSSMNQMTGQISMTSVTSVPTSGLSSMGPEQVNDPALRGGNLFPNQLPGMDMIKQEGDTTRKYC
TLR9-MyD88 block: TLR9-MyD88 interaction inhibition. CHO BLA complementation TLR9-MyD88, CCF4 FRET ratio. inhibition, % at 4.98 µM. 340,000 tested, 0.21% active;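 active means inhibition above the mean over all tested compounds plus 3 SD, cut at about 21% in these data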;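 further: 0% = DMSO only wells and 100% = clavulanate BLA inhibitor control wells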
NOD2-RIPK2 inh: blocks binding of human NOD2 to RIPK2; O43353; inhibition, % at 4.98 µM; 360,000 tested, 0.38% active; CHO BLA complementation NOD2-RIPK2, CCF4 ratio; in the data active means inhibition above about 21%;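 further: 0% = vehicle only and 100% = reference blocker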
N-glyco inh: blocks N-linked glycosylation in D54 reporter cells. D54 ERlucT glycosylation luciferase reporter, 24 h; percent of 100 nM tunicamycin response. reporter increase, % at 12.5 µM. 360,000 tested, 0.23% active;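 active means mean luciferase reporter signal, scaled so untreated is 0 and the glycosylation-blocking control 100, at or above a set limit in every replicate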;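 further: luciferase carries N-glycosylation sites so blocking glycosylation raises the light; 0% = median of neutral control wells and 100% = median of 100 nM tunicamycin wells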
ABCB6 inh 2: blocks the human ABCB6 transporter | Q9NP58 | K562-ABCB6 porphyrin accumulation, flow cytometry, 1 h; active compounds read low | fluorescence ratio to DMSO, % at 10 µM | 360,000 tested, 0.19% active | AID 602162;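 active means fluorescence ratio to DMSO below 75%, the collection mean minus 3 SD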;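 further: signal is porphyrin accumulated inside mitochondria; 100% equals median channel fluorescence of DMSO control wells; lower ratio means ABCB6 inhibition with less porphyrin fluorescence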
MC4R antag cAMP: blocks human MC4R cAMP signaling; P32245; MC4R-expressing cells, MTII-stimulated cAMP, LANCE TR-FRET; inhibition, % at 6.5 µM; 360,000 tested, 0.48% active; AID 540295;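 active means inhibition above its plate's cutoff, the mean of tested wells on that plate plus 3 SD, cut at about 29% in these data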;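 further: 0% = Melanotan II alone and 100% = Melanotan II plus saturating MCL0020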
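Assay system: U2OS cells stably expressing human melanocortin 4 receptor (MC4R) / Dosing: 6.5 µM / Timing: compound 30 min, challenge 1 h, detection 1 h / Measured by: Eu-cAMP/anti-cAMP TR-FRET, emission 671 nm / Replicates: singlicate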
H9c2 protect: protects H9c2 cardiomyocytes from peroxide injury. H2O2 injury protection, ATPLite, 2 h. protection from H2O2 cell death, % at 20 µM. 360,000 tested, 0.63% active. AID 588492;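 active means compounds giving at least 50% protection of heart cells from peroxide-induced death in the single-dose screen, raw or plate-pattern-corrected value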;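 further: 0% = DMSO wells with peroxide and 100% = DMSO wells without peroxide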
MC4R barr agon: activates human MC4R beta-arrestin recruitment; P32245; U2OS MC4R beta-arrestin complementation, luminescence; percent of melanotan II response, DMSO zero; activation, % at 8.9 µM; 360,000 tested, 0.98% active;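 active means activation above a per-plate cutoff, the mean activation of sample wells on that plate plus 3 SD, cut at about 8% in these data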
m5-HT2A agonist: mouse HTR2A agonism via beta-arrestin recruitment | CHO-K1 mHTR2A beta-arrestin complementation, luminescence; percent of 30 µM serotonin response | activation, % at 7.6 µM | 360,000 tested, 0.66% active;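 active means activation above a run cutoff, the mean activation of all tested compounds plus 3 SD, cut at about 14% in these data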;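 further: 0% = plate median of compound wells and 100% = 30 µM serotonin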
ABHD5-PLIN5 inh: blocks binding of human ABHD5 to perilipin-5 | Split G. princeps luciferase complementation, luminescence, 4 h | inhibition, % at 4 µM | 360,000 tested, 0.78% active;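 active means inhibition above the mean inhibition across every tested compound plus 3 SD, cut at about 22% in these data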;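 further: 0% = DMSO only wells and the 100% control is not disclosed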
* marks the source's active call; other numbers are inactive results. An excerpt; the hit share may differ from the screen's.

What do the screens show for `O=C1C[C@@H](c2ccc(O[C@@H]3O[C@H](CO)[C@@H](O)[C@H](O)[C@H]3O)cc2)Oc2cc(O)ccc21`?
NCOA2 inhibitor: 3; TLR9-MyD88 block: -2; NOD2-RIPK2 inh: -4; N-glyco inh: -1; ABCB6 inh 2: 99; MC4R antag cAMP: 7; H9c2 protect: 3; MC4R barr agon: -1.4; m5-HT2A agonist: 3; ABHD5-PLIN5 inh: 5

What do the screens show for `CC(=O)Nc1ccc(S(=O)(=O)NNC(=O)c2cc3c4ccccc4n(C)c3s2)cc1`?
NCOA2 inhibitor: 4; TLR9-MyD88 block: -6; NOD2-RIPK2 inh: -4; N-glyco inh: -2; ABCB6 inh 2: 100; MC4R antag cAMP: 0; H9c2 protect: 26; MC4R barr agon: -2.8; m5-HT2A agonist: -5; ABHD5-PLIN5 inh: -8

What do the screens show for `CCCCOc1ccc(C(=O)NNC(=O)C2C3CCC(C3)C2C(=O)O)cc1` (configuration not stated)?
NCOA2 inhibitor: 18; TLR9-MyD88 block: -4; NOD2-RIPK2 inh: 6; N-glyco inh: -1; ABCB6 inh 2: 95; MC4R antag cAMP: 2; H9c2 protect: -1; MC4R barr agon: -2.8; m5-HT2A agonist: -1; ABHD5-PLIN5 inh: -1

What do the screens show for `CCN(Cc1ccncc1)Cc1c(O)ccc2cc(Br)ccc12`?
NCOA2 inhibitor: -20; NOD2-RIPK2 inh: -3; N-glyco inh: 3; ABCB6 inh 2: 104; MC4R antag cAMP: -3; H9c2 protect: 3; MC4R barr agon: -0.6; m5-HT2A agonist: -4; ABHD5-PLIN5 inh: -3

What do the screens show for `Cc1ccc(Cn2c(CCNc3nc(-c4ccc(Cl)c([N+](=O)[O-])c4)cs3)nc3cc(Cl)c(Cl)cc32)cc1`?
NCOA2 inhibitor: 10; TLR9-MyD88 block: 1; NOD2-RIPK2 inh: 1; N-glyco inh: -4; ABCB6 inh 2: 95; MC4R antag cAMP: -1; H9c2 protect: -2; MC4R barr agon: -1.2; m5-HT2A agonist: 1; ABHD5-PLIN5 inh: -8

Results for Cc1ccc(S(=O)(=O)N(C)c2ccc(OC(=O)CN3C(=O)NC4(CCCC4)C3=O)cc2)cc1 ?
NCOA2 inhibitor: 17; TLR9-MyD88 block: -2; NOD2-RIPK2 inh: -1; N-glyco inh: 3; ABCB6 inh 2: 92; MC4R antag cAMP: 10; H9c2 protect: 4; MC4R barr agon: -2.5; m5-HT2A agonist: 4; ABHD5-PLIN5 inh: 7

How did CC1CCCCN1C(=O)COC(=O)CNC(=O)c1sc2ccccc2c1Cl (configuration not stated) do in these assays?
NCOA2 inhibitor: -22; TLR9-MyD88 block: 0; NOD2-RIPK2 inh: -5; N-glyco inh: 1; ABCB6 inh 2: 94; MC4R antag cAMP: 3; H9c2 protect: -7; MC4R barr agon: -3.6; m5-HT2A agonist: 0; ABHD5-PLIN5 inh: -5

How did CC(=O)NCC(=O)OCC(=O)c1ccc(Cl)cc1 do in these assays?
NCOA2 inhibitor: 13; TLR9-MyD88 block: -1; NOD2-RIPK2 inh: -9; N-glyco inh: 3; ABCB6 inh 2: 94; MC4R antag cAMP: -2; H9c2 protect: 1; MC4R barr agon: -0.8; m5-HT2A agonist: 2; ABHD5-PLIN5 inh: 1

What do the screens show for `Oc1ccccc1C1=Nc2nc3ccccc3n2C(c2ccccc2)C1` (configuration not stated)?
NCOA2 inhibitor: -49; TLR9-MyD88 block: 1; NOD2-RIPK2 inh: 6; N-glyco inh: -5; ABCB6 inh 2: 94; MC4R antag cAMP: 17; H9c2 protect: -6; MC4R barr agon: 2.8; m5-HT2A agonist: 0; ABHD5-PLIN5 inh: -3

How did O=C(Nc1ccc2c(c1)OCO2)C1CCN(S(=O)(=O)Cc2ccccc2)CC1 do in these assays?
NCOA2 inhibitor: -17; TLR9-MyD88 block: 10; NOD2-RIPK2 inh: 0; N-glyco inh: 0; ABCB6 inh 2: 96; MC4R antag cAMP: 4; H9c2 protect: 8; MC4R barr agon: -0.9; m5-HT2A agonist: -3; ABHD5-PLIN5 inh: 2

How did CCOc1ccc(/C=N/N(C)c2ccccc2)cc1OC do in these assays?
NCOA2 inhibitor: -21; TLR9-MyD88 block: 17; NOD2-RIPK2 inh: -8; N-glyco inh: -1; ABCB6 inh 2: 106; MC4R antag cAMP: 2; H9c2 protect: -17; MC4R barr agon: -0.4; m5-HT2A agonist: -5; ABHD5-PLIN5 inh: -4

How did CC(=O)Nc1c(O)nc(SCc2ccccc2C#N)[nH]c1=O do in these assays?
NCOA2 inhibitor: -2; TLR9-MyD88 block: -2; NOD2-RIPK2 inh: 4; N-glyco inh: 4; ABCB6 inh 2: 105; MC4R antag cAMP: 6; H9c2 protect: 4; MC4R barr agon: -0.7; m5-HT2A agonist: 0; ABHD5-PLIN5 inh: -2

What do the screens show for `CC(C)[C@H](NC(=O)[C@@H]1CSC2c3ccccc3C(=O)N21)C(=O)NCC1CCCO1` (some centres not stated)?
NCOA2 inhibitor: 11; TLR9-MyD88 block: -2; NOD2-RIPK2 inh: 2; N-glyco inh: -1; ABCB6 inh 2: 101; MC4R antag cAMP: 13; H9c2 protect: 6; MC4R barr agon: -1.0; m5-HT2A agonist: 0; ABHD5-PLIN5 inh: -10

What do the screens show for `O=C(c1ccc(Cl)cc1)N1CCCOC1`?
NCOA2 inhibitor: -19; TLR9-MyD88 block: -4; NOD2-RIPK2 inh: 7; N-glyco inh: 2; ABCB6 inh 2: 97; MC4R antag cAMP: 2; H9c2 protect: 1; MC4R barr agon: -2.4; m5-HT2A agonist: -2; ABHD5-PLIN5 inh: -6

What do the screens show for `Cc1nc2ccccc2c(=O)n1/N=C/c1ccc(F)cc1`?
NCOA2 inhibitor: -7; TLR9-MyD88 block: -4; NOD2-RIPK2 inh: 1; N-glyco inh: 1; ABCB6 inh 2: 93; MC4R antag cAMP: 2; H9c2 protect: 2; MC4R barr agon: -1.5; m5-HT2A agonist: 2; ABHD5-PLIN5 inh: 2

Pulled by structure from the entries so far:
How did CCOc1ccc(/C=N/N(C)c2ccccc2)cc1OC do in these assays?
NCOA2 inhibitor: -21; TLR9-MyD88 block: 17; NOD2-RIPK2 inh: -8; N-glyco inh: -1; ABCB6 inh 2: 106; MC4R antag cAMP: 2; H9c2 protect: -17; MC4R barr agon: -0.4; m5-HT2A agonist: -5; ABHD5-PLIN5 inh: -4

How did CC1CCCCN1C(=O)COC(=O)CNC(=O)c1sc2ccccc2c1Cl (configuration not stated) do in these assays?
NCOA2 inhibitor: -22; TLR9-MyD88 block: 0; NOD2-RIPK2 inh: -5; N-glyco inh: 1; ABCB6 inh 2: 94; MC4R antag cAMP: 3; H9c2 protect: -7; MC4R barr agon: -3.6; m5-HT2A agonist: 0; ABHD5-PLIN5 inh: -5

How did CC(=O)NCC(=O)OCC(=O)c1ccc(Cl)cc1 do in these assays?
NCOA2 inhibitor: 13; TLR9-MyD88 block: -1; NOD2-RIPK2 inh: -9; N-glyco inh: 3; ABCB6 inh 2: 94; MC4R antag cAMP: -2; H9c2 protect: 1; MC4R barr agon: -0.8; m5-HT2A agonist: 2; ABHD5-PLIN5 inh: 1

(list continues)
Results for O=C(NCc1ccc(F)cc1)C(c1ccc(F)cc1)N(C(=O)c1csnn1)C1CC1 (configuration not stated) ?
NCOA2 inhibitor: -20; TLR9-MyD88 block: 5; NOD2-RIPK2 inh: -4; N-glyco inh: -1; ABCB6 inh 2: 103; MC4R antag cAMP: 18; H9c2 protect: 7; MC4R barr agon: 0.1; m5-HT2A agonist: -6; ABHD5-PLIN5 inh: -5

Results for O=C(CN1C(=O)NC2(CCCC2)C1=O)Nc1ccc(Cl)cc1F ?
NCOA2 inhibitor: -12; TLR9-MyD88 block: -6; NOD2-RIPK2 inh: -2; N-glyco inh: -1; ABCB6 inh 2: 95; MC4R antag cAMP: 4; H9c2 protect: -2; MC4R barr agon: -1.0; m5-HT2A agonist: -4; ABHD5-PLIN5 inh: 1

What do the screens show for `Cc1ccc(/C=N\NC(=O)c2cc(OCC(F)(F)F)ccc2OCC(F)(F)F)cc1`?
NCOA2 inhibitor: -8; TLR9-MyD88 block: 3; NOD2-RIPK2 inh: -1; N-glyco inh: 5; ABCB6 inh 2: 99; MC4R antag cAMP: -2; H9c2 protect: -20; MC4R barr agon: 14*; m5-HT2A agonist: 1; ABHD5-PLIN5 inh: -5

What do the screens show for `COc1ccc(F)cc1CN1CCN(C(=O)c2ccc(S(=O)(=O)N3CCCCCC3)cc2)CC1`?
NCOA2 inhibitor: -3; TLR9-MyD88 block: -4; NOD2-RIPK2 inh: -2; N-glyco inh: -1; ABCB6 inh 2: 99; MC4R antag cAMP: 10; H9c2 protect: -2; MC4R barr agon: -5.1; m5-HT2A agonist: -9; ABHD5-PLIN5 inh: 5

What do the screens show for `CC(=O)NC12CC3CC(C1)CC(C(=O)N1CCN(S(=O)(=O)c4ccc([N+](=O)[O-])cc4)CC1)(C3)C2`?
NCOA2 inhibitor: -31; TLR9-MyD88 block: 3; NOD2-RIPK2 inh: 2; N-glyco inh: 1; ABCB6 inh 2: 98; MC4R antag cAMP: 7; H9c2 protect: 2; MC4R barr agon: 0.6; m5-HT2A agonist: 0; ABHD5-PLIN5 inh: 2

How did CCOP1(=O)C=C(Sc2ccc([N+](=O)[O-])cc2[N+](=O)[O-])C(C)(C)O1 (configuration not stated) do in these assays?
NCOA2 inhibitor: -12; TLR9-MyD88 block: 0; NOD2-RIPK2 inh: -5; N-glyco inh: 1; ABCB6 inh 2: 88; MC4R antag cAMP: -6; H9c2 protect: 5; MC4R barr agon: -1.6; m5-HT2A agonist: 6; ABHD5-PLIN5 inh: 8

How did Cc1cc(C(=O)OCC(=O)NC2CCCCC2C)c2ccccc2n1 (configuration not stated) do in these assays?
NCOA2 inhibitor: -21; TLR9-MyD88 block: -7; NOD2-RIPK2 inh: -8; N-glyco inh: 1; ABCB6 inh 2: 93; MC4R antag cAMP: 12; H9c2 protect: -5; MC4R barr agon: 1.6; m5-HT2A agonist: 4; ABHD5-PLIN5 inh: -2

What do the screens show for `Cc1ccc(C(=O)NCC(=O)OCC(=O)Nc2ccccc2C#N)s1`?
NCOA2 inhibitor: 16; TLR9-MyD88 block: -4; NOD2-RIPK2 inh: 0; N-glyco inh: 0; ABCB6 inh 2: 102; MC4R antag cAMP: 5; H9c2 protect: -12; MC4R barr agon: -6.0; m5-HT2A agonist: 7; ABHD5-PLIN5 inh: -2

Results for CC(C)(C)c1nnc(NC(=O)Nc2ccc(Cl)cc2)s1 ?
NCOA2 inhibitor: -27; TLR9-MyD88 block: -1; NOD2-RIPK2 inh: -11; N-glyco inh: -3; ABCB6 inh 2: 96; MC4R antag cAMP: 11; H9c2 protect: -11; MC4R barr agon: 6.8; m5-HT2A agonist: 10; ABHD5-PLIN5 inh: 0
